High-throughput results: PubChem, National Center for Advancing Translational Sciences (NCATS)
RGS4 inh – blocks human RGS4-accelerated GTP hydrolysis; Potency, µM (titrated, usually from 114 µM), without a hit: at the highest dose activity change, negative = inhibition, usual class: inhibitors; Transcreener GDP fluorescence polarization, RGS4-accelerated GTP hydrolysis; 0.039% of 390,000 active; P49798; AID 504845; note: potency is the fitted concentration of half-maximal effect; % is set by controls: 0 for no effect and ±100 for the full control effect; nearly all actives have a fitted effect of over 75% in size; some results filed as inactive show a strong effect at the top dose
Target sequence (P49798 whole entry, looked up): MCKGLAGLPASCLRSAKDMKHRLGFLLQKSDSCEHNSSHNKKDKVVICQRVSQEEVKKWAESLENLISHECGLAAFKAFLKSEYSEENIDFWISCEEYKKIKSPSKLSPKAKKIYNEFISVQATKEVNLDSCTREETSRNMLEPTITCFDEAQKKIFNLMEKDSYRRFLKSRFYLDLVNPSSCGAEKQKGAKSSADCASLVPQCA
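MLSMR compounds (23 nl, pin-transferred) preincubated 10 min at room temperature with a 500nM (2x) first reagent, then RGS4 at 900nM (2x) plus Transcreener GDP mix added; fluorescence polarization (620/688 nm) read before and after 90 min at 30 °C.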
GRP78 ERSR act – induces the endoplasmic reticulum stress response in human glioma cells; U87-MG GRP78 promoter luciferase reporter, 16 h; Potency, µM, without a hit: at the top dose activation, most hits filed as activators; 0.02% of 420,000 active; note: potency is the fitted concentration of half-maximal effect; series mostly up to about 76 µM; % of control where 0% means no effect; nearly all actives have a fitted effect of over 35% in size
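Stably transfected U87-MG glioma cells carrying a GRP78-based luciferase sensor; 16 h compound incubation. Luminescence end-point read 10 min after Bright-Glo addition at room temperature.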
LDHA block – blocks human lactate dehydrogenase A; P00338; purified LDHA, NADH/diaphorase-resazurin fluorescence; active compounds read low; activity change, % (values are at about 110 or 230 µM); 0.15% of 480,000 active; in the data active = activity change below about -30%; inconclusive = mostly about -25% to -30%;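 note: plate controls were DMSO wells for no effect and wells without enzyme for full effect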
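Resorufin fluorescence (ex540/em590), read at 0 and 20 min after diaphorase/resazurin addition, reports the NADH left after a 5 min room-temperature reaction of 2 nM human LDH5 with 0.06 mM NADH and 0.2 mM pyruvate.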
IDH1 R132H inh – inhibitors of human mutant IDH1 R132H; O75874; IDH1-R132H enzyme, NADPH consumption, diaphorase/resazurin fluorescence; Potency, µM (doses to about 76.6 µM), for the others: at the highest dose activity change, negative = inhibition, usual class: inhibitors; 0.093% of 390,000 active; AID 602179; note: potency is the fitted concentration of half-maximal effect; % is set by controls: 0 for no effect and ±100 for the full control effect; nearly all actives have a fitted effect of over 65% in size
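IDH1-R132H (0.5 ug/mL dispensed) in pH 7.5 Tris buffer was preincubated 30 min with compound, then given a substrate mix of 0.016 mM NADPH and 2 mM alpha-KG for 80 min at room temperature; remaining NADPH was read by diaphorase/resazurin fluorescence.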
Vif-APOBEC3G blk – inhibitors of Vif-APOBEC3G interaction; Q9HC16; HeLa A3G-eYFP + Vif (tagged APOBEC3G with the HIV-1 protein that degrades it), YFP fluorescence, overnight; Potency, µM (series often up to 46.1 µM), inactives show top-dose activity, negative = active, hits mostly inhibitors; 0.076% of 410,000 active; AID 602310;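 note: potency is the fitted concentration of half-maximal effect; % is set by controls: 0 for no effect and ±100 for the full control effect; nearly all actives have a fitted effect of over 60% in size; hits raise eYFP signal because A3G escapes Vif-driven loss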
Target sequence (Q9HC16 whole entry, looked up): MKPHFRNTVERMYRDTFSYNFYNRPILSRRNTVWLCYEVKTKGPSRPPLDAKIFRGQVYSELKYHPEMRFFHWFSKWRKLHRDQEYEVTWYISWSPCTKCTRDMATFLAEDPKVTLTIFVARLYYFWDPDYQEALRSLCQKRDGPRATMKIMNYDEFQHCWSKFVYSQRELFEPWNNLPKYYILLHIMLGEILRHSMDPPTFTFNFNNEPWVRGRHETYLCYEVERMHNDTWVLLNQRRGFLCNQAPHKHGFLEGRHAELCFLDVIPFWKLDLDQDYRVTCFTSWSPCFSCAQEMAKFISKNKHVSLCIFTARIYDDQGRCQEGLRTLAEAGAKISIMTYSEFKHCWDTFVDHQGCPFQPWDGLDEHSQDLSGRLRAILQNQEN
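HeLa cells stably expressing Vif and C-terminally eYFP-tagged A3G, seeded overnight at 37 deg C, then exposed to compound by pintool overnight at 37 deg C. Rise in yellow fluorescence (Ex 488/Em 500-530, Acumen) marks blocked Vif-driven A3G degradation.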
USP1 inh – inhibitors of human USP1/UAF1 deubiquitinase | 0.23% of 390,000 active | recombinant USP1/UAF1, Ub-Rhodamine cleavage fluorescence | AID 743255 | Potency, µM (series often up to 57.1 µM), without a hit: at the top dose activity change, negative = inhibition, usual class: inhibitors; note: potency is the fitted concentration of half-maximal effect; % is set by controls: 0 for no effect and ±100 for the full control effect; nearly all actives have a fitted effect of over 60% in size; inactives centre near -12
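1 nM enzyme complex + cpd, 15 min RT; start with Ub-Rho 150nM final; kinetic fluorescence ex 480/em 540, 6 reads q60 s. Buffer 50mM HEPES pH 7.8, 0.5mM EDTA, 0.1 mg/ml BSA, 1mM TCEP, 0.01% Tween-20.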
TrxR1 inh – rat TrxR1 inhibition; 1% of 390,000 active; O89049; Potency, µM (titrated, usually from 114 µM), for the others: at the highest dose activity change, negative = inhibition, actives largely listed as inhibitors; recombinant rTrxR1, NADPH fluorescence consumption, selenite substrate; note: potency is the fitted concentration of half-maximal effect; % is set by controls: 0 for no effect and ±100 for the full control effect; nearly all actives have a fitted effect of over 65% in size
Target sequence (O89049 whole entry, looked up): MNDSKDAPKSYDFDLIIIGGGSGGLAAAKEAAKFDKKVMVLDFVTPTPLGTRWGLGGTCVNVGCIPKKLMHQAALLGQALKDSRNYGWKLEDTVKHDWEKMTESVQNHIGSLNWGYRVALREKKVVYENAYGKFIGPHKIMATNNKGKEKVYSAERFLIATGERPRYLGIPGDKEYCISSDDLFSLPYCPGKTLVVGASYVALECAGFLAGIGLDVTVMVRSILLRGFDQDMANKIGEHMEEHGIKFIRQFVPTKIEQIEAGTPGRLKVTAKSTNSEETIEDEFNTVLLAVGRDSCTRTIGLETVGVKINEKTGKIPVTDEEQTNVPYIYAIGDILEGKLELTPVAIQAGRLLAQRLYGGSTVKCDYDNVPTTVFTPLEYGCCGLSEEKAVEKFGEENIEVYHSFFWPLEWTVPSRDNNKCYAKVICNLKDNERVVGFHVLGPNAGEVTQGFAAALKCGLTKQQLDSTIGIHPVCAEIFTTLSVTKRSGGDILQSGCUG
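Rat TrxR1 (90 nM in the dispensed reagent) was pre-reduced with 400 uM NADPH for 5 min at room temperature, then incubated with compound for 15 min. After 400 uM selenite was added, NADPH fluorescence (Ex 340/Em 450 nm) was followed for 8 min.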
TrxR1 substrate – substrates of rat thioredoxin reductase 1 | O89049 | purified TrxR1 substrate turnover, NADPH consumption readout | Potency, µM (doses to about 114 µM), inactives show at the top dose activity change, negative = substrate turnover | 0.01% of 390,000 active; note: potency is the fitted concentration of half-maximal effect; % is set by controls: 0 for no effect and ±100 for the full control effect; nearly all actives have a fitted effect of over 50% in size
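Rat TrxR1, dispensed at 90 nM, was prereduced with 400 uM NADPH (final) for 5 min at ~22 deg C, then incubated with compound 15 min before 400 uM selenite. A first-read NADPH fluorescence drop versus no-compound background flagged substrates.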
Vif-APOBEC3F blk – inhibitors of Vif-A3F interaction; HeLa A3F-eYFP + Vif (tagged APOBEC3F with the HIV-1 protein that degrades it), YFP fluorescence increase; Potency, µM (highest dose often 46.1 µM), for the others: at the top dose activity, negative = active; 0.2% of 390,000 active; note: potency is the fitted concentration of half-maximal effect; % of control where 0% means no effect; nearly all actives have a fitted effect of over 65% in size
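HeLa cells stably expressing Vif plus C-terminally eYFP-tagged A3F were seeded, incubated overnight at 37 deg C, dosed with compound, incubated overnight again at 37 deg C. Yellow fluorescence (Ex 488/Em 500-530) reported blocked Vif-mediated A3F-eYFP degradation.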
Numbers without * were called inactive; u = inconclusive; x = not tested or not shown; & = joins results of further samples; [ ] = remark or other dose. Unless noted, calls come from the whole dose curve; as a rule, active = well fitted curve in the direction sought with a large enough effect; inconclusive = small, poorly fitted or top-dose-only effect, or another doubt; inactive = no such curve, though single readings can be large; an effect the other way counts as inactive or inconclusive. Some of the compounds tested; rates above refer to the full screens.

SMILES	RGS4 inh	GRP78 ERSR act	LDHA block	IDH1 R132H inh	Vif-APOBEC3G blk	USP1 inh	TrxR1 inh	TrxR1 substrate	Vif-APOBEC3F blk
CCN(CC)c1ccc(C(=O)OCc2c(C)noc2C)cc1	-12%	8%	0	-1%	-6%	-16%	17%[57.1 µM]	3%[57.1 µM]	-19%
CC(=O)c1ccc(OCc2ccc(C(=O)c3ccccc3)cc2)cc1	9%	3%	-3	3%	0%	-20%	22%[57.1 µM]	9%[57.1 µM]	-34%
CCc1cccc(C)c1Nc1c(-c2cccs2)nc2nc(C)cc(C)n12	6%	-3%	-12	-17%	2%	-25%	-1%	0%	12%
COC(=O)c1cc2c(N)c(C(=O)c3ccccc3)sc2nc1C(OC)OC	-26%	3%	1	5%	-4%	-23%	-1%	-8%	6%
O=C(O)CN1CCN(Cc2ccc(F)cc2Cl)C1=O	27%	-4%	-10	2%	-1%	2%	10%	-7%	-7%
CCc1nnc(NC(=O)c2ccc(S(=O)(=O)NC3CCCCC3)cc2)s1	-1%	0%	-3	2%	0%	12%	5%	7%	5%
O=C(CSC1=NCCS1)N1CCN(c2ccccc2)CC1	15%	-2%	-2	1%	1%	-5%	-5%	-13%	-17%
COC(=O)c1ccc(NC(=O)CCOc2ccccc2)cc1	1%&-24%	4%&-1%	-1&-1	-12%&-18%	-6%&4%	-24%&18%	15%&-1%	-2%&-7%	24%&1%
Cc1cc(NS(C)(=O)=O)c(=O)n(Cc2c(F)cccc2Cl)c1	-2%	-2%	1	8%	11%	-15%	-8%	13%	-20%
Cc1ccc(/C=N\NC(=O)CC(=O)NCCc2ccccc2)cc1	-16%[56.9 µM]	-4%	-7	-2%	-6%	-26%	9%	0%	11%
CCn1c(-c2c(Cl)c(C)nn2C)n[nH]c1=S	-15%	-3%	-4	0%	-3%	0%	u	0%	-11%
COc1cc(C(=O)NC(=S)Nc2ccc([N+](=O)[O-])cc2C)cc(OC)c1OC	-25%	0%	-4	4%	-5%	-1%	u	-13%	-3%
COc1ccc(C(CNC(=O)c2cccc(S(=O)(=O)N3CCCC(C)C3)c2)N(C)C)cc1 (stereo not drawn)	7%	2%	-14	-2%	4%	-20%	1%	-3%	-2%
Cc1[nH]c2ccccc2c1N=Nc1cccc(C(=O)O)c1	-28%	-4%	-13	-2%	1%	-20%	-15%[11.4 µM]	-6%[11.4 µM]	-3%
CCOC(=O)N1CCN(C(=O)CCCn2c(=S)[nH]c3ccc(Br)cc3c2=O)CC1	11%	-3%	-2	-2%	-8%	-13%	-24%[57.1 µM]	5%[57.1 µM]	-5%
O=C(CSc1oc(-c2ccco2)nc1S(=O)(=O)c1ccc(Cl)cc1)c1ccc(Cl)cc1	-17%	-4%	0	13%	-7%	-16%	u	-4%	3%
CCCCNC1=CC(=O)C(NCCCC)=CC1=O	-35%	5%	47	8%	-10%	-14%	9%[2.29 µM]	-10%[57.1 µM]	6%
CCc1ccc(-c2cc(C(=O)N/N=C/c3c[nH]c4ccccc34)[nH]n2)cc1	-2%	-4%	-5	-9%	u	-4%	19%	0%	-6%
COc1cc(OC)cc(C(=O)Nc2ccc(S(=O)(=O)N3CCCCC3c3cccnc3)cc2)c1 (stereo not drawn)	-21%	-5%	-2	18%	2%	-9%	26%[57.1 µM]	0%[57.1 µM]	-3%
O=C(CCN1C(=O)C2C3C=CC(C3)C2C1=O)N1CCN(c2ccccc2Cl)CC1 (stereo not drawn)	-13%	-3%	-1	2%	-1%	-9%	-7%	-7%	1%
COc1ccc(OC)c(NC(=O)NCCN2CCN(c3ccccc3)CC2)c1	-15%	1%	1	7%	-1%	1%	8%	5%	0%
CCN(CC(=O)Nc1ccc(NC(C)=O)cc1)C(=O)c1ccc2ccccc2c1	20%	1%	0	-2%	1%	-2%	25%	2%	-40%
Cc1cccc(N2CCN(C(=O)c3c(C)oc4ncnc(N5CCOCC5)c34)CC2)c1C	-9%	-1%	-4	2%	-3%	13%	8%	4%	0%
CCOC(=O)CCCNC(=O)CN1CCC(c2nc3ccccc3s2)CC1	-7%	2%	-8	17%	1%	7%	-4%	-9%	-6%
Cc1ccccc1CNC(=O)C(=O)NCC(c1ccco1)S(=O)(=O)c1cccs1 (stereo not drawn)	-28%	-1%	-7	-18%	-4%	-26%	4%[57.1 µM]	-2%[57.1 µM]	7%
Cc1ccc(SCC(=O)c2c(C)nc3cc(C)ccn23)cc1	-10%	1%	-9	13%	-3%	-16%	18%	-2%	-5%
COc1ccccc1NC(=O)c1ccc(NC(=O)c2nc3nccc(C)n3n2)cc1	4%	-4%	-2	1%	0%	-18%	-1%	-7%	1%
Cc1ccccc1/C=N/N=C1/NC(=O)CCS1	-7%	-3%	0	17%	0%	-5%	-3%[57.1 µM]	-3%[57.1 µM]	6%
Cc1ccccc1NC(=O)CSc1nc2ccc(NC(=O)c3cccs3)cc2s1	-19%	0%	-2	7%	5%	-28%	-30%	30%	1%
COc1cc(O)oc1C=Nc1ccc(Cl)cc1	-15%	-2%	6	-2%	4%	-5%	-11%	6%	-5%
C=CCc1cccc(CNc2cnc3ccccc3c2)c1O	-14%	2%	4	0%	-5%	-2%	-13%	17%	-24%
OB(O)c1cc2ccccc2s1	23%	-2%	-5&-5	x	-6%	x	0%	-2%	x
COc1ccc(C2C(C#N)=C(N)N(c3ccccc3)C3=C2C(=O)CCC3)cc1Cn1cc([N+](=O)[O-])cn1 (stereo not drawn)	-38%	-1%	0	0%	-1%	-7%	-16%	-14%	-1%
Nc1nonc1-n1nnc(C(=O)N/N=C/c2ccc(OCc3ccc(F)cc3)cc2)c1COc1ccccc1	2%[56.9 µM]	9%	-6	3%	-12%	-9%	18%[57.1 µM]	9%[57.1 µM]	-25%
CCC(C)c1ccc(NC(=S)NCc2cccnc2)cc1 (stereo not drawn)	-28%	1%	-7	4%	-4%	-10%	-12%	-5%	1%
Cc1cc(Cl)ccc1OCCCC(=O)N1CCOCC1	-9%[11.4 µM]	2%	-2	0%	1%	-19%	15%	4%[57.1 µM]	-11%
C#CCOCCOCCOCCNc1nc(N2CCN(C(=O)[C@H](Cc3cc4ccccc4[nH]3)n3cc([C@@H](N)C(C)CC)nn3)CC2)nc(N2CCN(C(=O)[C@H](CCCCN)n3cc([C@@H](N)CC(C)C)nn3)CC2)n1 (stereo partly drawn)	-17%	1%	-5	-8%	3%	8%	u	13%[57.1 µM]	0%
COc1ccc(NC(=O)N2CCc3cc(OC)c(OC)cc3C2)cc1	11%	-1%	-10	-4%	-14%	1%	16%[11.4 µM]	-1%[11.4 µM]	0%
Cc1nc(N)sc1N=Nc1c(C)n(C)n(-c2ccccc2)c1=O	-30%	-1%	6	-8%	-3%	-19%	u	-19%	-5%
COc1cc(/C=C/C(=O)OCC(=O)NC(=O)NCc2ccccc2)ccc1OCC#N	-22%[56.9 µM]	-1%	-2	-5%	3%	-15%	18%	2%	-5%
O=c1[nH]c2cc3c(cc2cc1CN(CCO)S(=O)(=O)c1ccccc1)OCCO3	12%	-4%	-10	3%	0%	-3%	8%	59%[activator]	10%
CCCCNC(=O)C(CC)(ONc1ccccc1C(F)(F)F)c1ccccc1 (stereo not drawn)	-30%	-3%	15	0%	-4%	u	19%[57.1 µM]	-1%[57.1 µM]	4%
CCOc1ccc(CCNC(=O)c2ccc(CS(=O)Cc3ccc(Cl)cc3)o2)cc1OCC (stereo not drawn)	16%	-2%	3	-8%	2%	-17%	-3%	2%	2%
C=CCOC(=O)c1ccccc1C(=O)OCC=C	10%	-1%	-8	-7%	1%	-2%	5%	-2%	0%
CC(=O)OCC(=O)[C@@]1(O)CC[C@H]2[C@@H]3CCC4=CC(=O)C=C[C@]4(C)[C@H]3[C@@H](O)C[C@@]21C	-13%	0%	-2	9%	-1%	u	30%	1%	6%
COC(=O)c1cc(C(=O)OC)cc(-n2c(C)cc(C(=O)CC#N)c2C)c1	-13%	-4%	3	-1%	-4%	-9%	-21%	-6%	-3%
Cc1[nH]c2ccc(F)cc2c1CCN(Cc1cccnc1)C(=S)NC(C)(C)C	-10%[56.9 µM]	-2%	-3	-6%	1%	-8%	-5%	-7%	6%
CCCN1CCN(CCCNC(=O)c2ccc3c(Cl)c4c(nc3c2)CCCC4)CC1	7%	1%	-1	-5%	1%	-21%	-8%	0%	4%

An excerpt from above in order of heavy-atom count, smallest number first.
SMILES	RGS4 inh	GRP78 ERSR act	LDHA block	IDH1 R132H inh	Vif-APOBEC3G blk	USP1 inh	TrxR1 inh	TrxR1 substrate	Vif-APOBEC3F blk
CCOC(=O)CCCNC(=O)CN1CCC(c2nc3ccccc3s2)CC1	-7%	2%	-8	17%	1%	7%	-4%	-9%	-6%
Cc1ccccc1CNC(=O)C(=O)NCC(c1ccco1)S(=O)(=O)c1cccs1 (stereo not drawn)	-28%	-1%	-7	-18%	-4%	-26%	4%[57.1 µM]	-2%[57.1 µM]	7%
C#CCOCCOCCOCCNc1nc(N2CCN(C(=O)[C@H](Cc3cc4ccccc4[nH]3)n3cc([C@@H](N)C(C)CC)nn3)CC2)nc(N2CCN(C(=O)[C@H](CCCCN)n3cc([C@@H](N)CC(C)C)nn3)CC2)n1 (stereo partly drawn)	-17%	1%	-5	-8%	3%	8%	u	13%[57.1 µM]	0%
